Furin inhibitor: human furin inhibition; P09958; purified furin, fluorogenic substrate cleavage; inhibition, % at 30 µM; hit rate 0.061% among 220,000; AID 463115; in the data active = inhibition above about 25%; note: inactives centre near -15
Target sequence (P09958 108-714 limits assumed): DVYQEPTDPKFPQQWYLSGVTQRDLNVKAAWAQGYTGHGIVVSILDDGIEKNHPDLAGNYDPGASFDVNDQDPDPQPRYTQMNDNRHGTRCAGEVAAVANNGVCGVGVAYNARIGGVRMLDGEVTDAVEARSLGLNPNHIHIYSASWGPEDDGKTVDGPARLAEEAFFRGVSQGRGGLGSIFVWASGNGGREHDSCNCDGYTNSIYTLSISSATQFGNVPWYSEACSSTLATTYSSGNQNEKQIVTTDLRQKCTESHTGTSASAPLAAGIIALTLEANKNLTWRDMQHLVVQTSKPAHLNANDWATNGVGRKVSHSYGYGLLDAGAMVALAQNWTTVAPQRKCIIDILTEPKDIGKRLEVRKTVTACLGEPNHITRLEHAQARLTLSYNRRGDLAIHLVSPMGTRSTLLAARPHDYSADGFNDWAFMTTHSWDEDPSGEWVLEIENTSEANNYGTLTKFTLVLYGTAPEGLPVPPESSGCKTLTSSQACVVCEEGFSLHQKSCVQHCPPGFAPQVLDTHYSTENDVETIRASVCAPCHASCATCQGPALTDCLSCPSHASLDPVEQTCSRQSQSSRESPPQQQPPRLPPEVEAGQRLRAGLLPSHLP
FXIa inh: factor XIa (human) inhibition | AID 798 | inhibition, % at 5 µM | purified FXIa, Boc-Glu-Ala-Arg-AMC fluorogenic substrate | hit rate 0.14% among 220,000;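 active = inhibition of at least 40%; inactive = inhibition below 40%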;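 note: fluorescence of freed AMC excited at 355 nm; 0% = enzyme without compound and 100% = no enzyme blank; many of its hits are not listed in these tables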
Wee1 stabilizer: inhibitors of human Wee1 degradation | HeLa Luc-Wee1K328M stability, luciferase luminescence; 100% = proteasome inhibitor MG132 effect | hit rate 1.2% among 220,000 | AID 1321 | P30291 | reporter increase, % at 5 µM;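 active = activation above the mean of all tested compounds plus 3 SD, set per screening run, cut at about 8.8% in these data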;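 note: cells exposed to compound for 20 h before luminescence read; 0% = DMSO alone and 100% = MG132 at 30 µM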
KCC2 mod: modulates chloride dependent transport by human KCC2; B-score of Tl+ flux slope (higher = more flux/activation; lower = inhibition) at 10 µM; hit rate 2.2% among 190,000; KCC2 cells, thallium flux FluoZin-2 fluorescence; Q9H2X9;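 active = thallium flux slope and its plate-corrected score both differing from the plate sample mean at a set confidence after two filtering rounds, in either direction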;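 note: slope of fluorescence scaled to starting intensity during 10 to 20 s after thallium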
PERK inh: inhibitors of human PERK kinase; Q9NZJ5; CHO PERK-DD fusion, SEAP luminescence translation reporter; inhibition, % at 5.6 µM; hit rate 0.17% among 220,000; AID 1416;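 active = inhibition above the mean inhibition of all tested compounds plus 3 SD, set separately per screening campaign, cut at about 2.9% in these data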;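 note: PERK kinase domain activated by AP20187 dimerizer at 100 nM; 0% = DMSO with dimerizer and 100% = rapamycin at 8.4 µM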
FXIIa inh: factor XIIa (human) inhibition. P00748. AID 800. inhibition, % at 5 µM. hit rate 0.3% among 220,000. purified FXIIa, Boc-QGR-AMC fluorogenic substrate, 2 h; in the data active = inhibition above about 40%;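 note: 0% = enzyme with no compound and 100% = blank without enzyme; many of its hits are not listed in these tables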
p97 inhibitor: inhibitors of human p97 ATPase. P55072. recombinant p97 ATPase, Kinase-Glo ATP luminescence, 3 h. inhibition, % at 8 µM. hit rate 0.42% among 220,000. AID 1481; in the data active = inhibition above about 15%;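 note: 0% = DMSO vehicle and 100% = wells lacking enzyme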
thrombin 1536: blocks human thrombin protease activity | alpha-thrombin, Boc-VPR-AMC fluorogenic substrate cleavage | inhibition, % at 5 µM | hit rate 0.26% among 220,000 | AID 1046;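 active = inhibition at or above 40%; inactive = inhibition below 40%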;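 note: 0% = enzyme with no compound and 100% = wells without enzyme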
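System: Human alpha-thrombin protein | Medium: pH 7.5 Tris (50 mM) with NaCl 150 mM, Tween 20 0.05% | Times: Enzyme reaction carried out at room temperature | Detection: AMC fluorescence, 355/460 nm | Evaluation: Percent inhibition scaled between no-compound controls and no-enzyme blanks | Benchmarks: Enzyme without compound as high, wells lacking enzyme as low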
hK5 inh: kallikrein 5 (human) inhibition; Q9Y337; recombinant hK5, fluorogenic AMC substrate cleavage; inhibition, % at 5 µM; hit rate 0.59% among 210,000; AID 873;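 active = inhibition of 40% or more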;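 note: 0% = enzyme controls without compound and 100% = no-enzyme blanks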
Target sequence (Q9Y337 67-293 limits assumed): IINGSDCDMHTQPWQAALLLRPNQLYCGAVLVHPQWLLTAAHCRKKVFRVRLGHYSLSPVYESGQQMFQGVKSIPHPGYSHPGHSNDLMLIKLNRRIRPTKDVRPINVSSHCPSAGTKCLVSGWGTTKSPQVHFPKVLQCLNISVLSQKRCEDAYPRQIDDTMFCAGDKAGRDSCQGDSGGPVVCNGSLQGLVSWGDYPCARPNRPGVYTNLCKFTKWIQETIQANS
Numbers without * were called inactive; / = no result given; [ ] = remark or other dose.

SMILES	Furin inhibitor	FXIa inh	Wee1 stabilizer	KCC2 mod	PERK inh	FXIIa inh	p97 inhibitor	thrombin 1536	hK5 inh
COc1ccc(NC(=O)CN2CCC(Cc3ccccc3)CC2)cc1S(=O)(=O)N1CCOCC1	-14	-5	-1	0.12	-1.1	3	-3	-5	-5
CCCCn1c(N)c(Sc2ccc(Cl)cc2)c(=O)[nH]c1=O	-16[20 µM]	3	7	/	0.0	12	2	4	3
CC1CCCC(C)N1/N=C/c1cc(Br)cc(Br)c1O (stereo not drawn)	-11	-6	0	0.58	0.3	8	-1	-15	7
Cc1cc(C)n2nc(C(=O)NNC(=O)c3ccccc3)nc2n1	-17	0	-3	0.36	0.5	6	0	-10	1
CC(C)(C)c1ccc(NC(=O)Cn2cnc3cc([N+](=O)[O-])ccc3c2=O)cc1	-22	-8	1	0.22	1.1	0	4	-8	-9
COC(=O)c1sc2ccccc2c1NC(=O)c1cccs1	-29[20 µM]	8	0	-0.72	0.7	8	4	-5	1
O=C(CSc1nnnn1-c1ccc(Cl)cc1)NC(=O)Nc1ccc2c(c1)OCCO2	-33[20 µM]	5	-2	0.4	0.9	13	3	2	16
Cc1ccc(SCC(=O)N2CCc3ccccc32)cc1	18[20 µM]	10	3	0.15	0.0	16	2	-1	-16
CC1CN(C(=O)c2ccccc2)OC(c2ccc3c(c2)OCO3)O1 (stereo not drawn)	4	-2	-2	-0.36	0.5	8	-2	-8	-13
Cc1cc(C)cc(NC(=O)CCn2ccnc2C)c1	-11	3	5	-0.19	0.1	11	5	-1	-21
COc1ccc(C/C(=N\O)c2ccc(OC)cc2)cc1	-5[20 µM]	0	-2	0.63	-0.1	10	-5	10	7
CCC(=O)N1N=C(c2cccs2)CC1c1ccco1 (stereo not drawn)	-12	-7	2	0.52	-0.2	4	3	-10	-1
Cc1noc(NS(=O)(=O)c2ccc(NC(=O)Nc3ccc(Cl)c(Cl)c3)cc2)c1C	-2[20 µM]	-1	-1	0.69	1.2	7	1	0	-1
COc1ccc(-c2oc(NC(C)=O)c(C#N)c2-c2ccc(OC)cc2)cc1	-16[20 µM]	5	-2	/	-2.2	-1	2	-5	-24
CCOC(=O)N1CCN(c2cc(N(C)CCO)c([N+](=O)[O-])c3nonc23)CC1	-6	1	-2	0.22	0.5	9	3	2	0
CC(/C=N/n1c(-c2cc(C)[nH]n2)n[nH]c1=S)=C\c1ccco1	8	9	2	-0.68	2.1	12	7	0	5
O=C(O)c1cccc(NC(=O)c2cc(-c3cccc(Cl)c3)nc3ccccc23)c1	-18	0	-1	-1.7	0.9	-27	-2	4	-5
COc1ccc(C=NC(CO)C(O)c2ccc([N+](=O)[O-])cc2)cc1 (stereo not drawn)	-6[20 µM]	-1	0	-0.49	-0.1	10	5	0	-30
CCN(CC)c1ccc(C(=O)N/N=C/c2ccc(OC)cc2OC)cc1	0	13	-2	-1	-0.6	13	-8	6	20
O=S1(=O)CCN(Cc2ccc(Cl)cc2)CC1	-21	3	-1	0.2	0.5	15	-1	-1	-20

Complete entries from above.
Profile of `COc1ccc(C/C(=N\O)c2ccc(OC)cc2)cc1` : Furin inhibitor = -5[20 µM]; FXIa inh = 0; Wee1 stabilizer = -2; KCC2 mod = 0.63; PERK inh = -0.1; FXIIa inh = 10; p97 inhibitor = -5; thrombin 1536 = 10; hK5 inh = 7
Profile of `CC1CN(C(=O)c2ccccc2)OC(c2ccc3c(c2)OCO3)O1` (stereo not drawn) : Furin inhibitor = 4; FXIa inh = -2; Wee1 stabilizer = -2; KCC2 mod = -0.36; PERK inh = 0.5; FXIIa inh = 8; p97 inhibitor = -2; thrombin 1536 = -8; hK5 inh = -13
Profile of `Cc1noc(NS(=O)(=O)c2ccc(NC(=O)Nc3ccc(Cl)c(Cl)c3)cc2)c1C` : Furin inhibitor = -2[20 µM]; FXIa inh = -1; Wee1 stabilizer = -1; KCC2 mod = 0.69; PERK inh = 1.2; FXIIa inh = 7; p97 inhibitor = 1; thrombin 1536 = 0; hK5 inh = -1

The listing continues:
SMILES	Furin inhibitor	FXIa inh	Wee1 stabilizer	KCC2 mod	PERK inh	FXIIa inh	p97 inhibitor	thrombin 1536	hK5 inh
O=S(=O)(NCC1CCCO1)c1cnc(Cl)c(Cl)c1 (stereo not drawn)	-13	4	0	0.43	1.7	4	-2	-4	-16
COc1ccc(F)c(C2C(C#N)=C(N)Oc3n[nH]c(C(C)(C)C)c32)c1 (stereo not drawn)	-7	-7	1	0.044	-1.8	6	-2	-16	-17
COc1ccc(NC(=O)c2cc3c(s2)CCC(C)C3)cc1S(=O)(=O)N1CCOCC1 (stereo not drawn)	-26	1	-2	-0.47	-0.7	5	2	-4	-11
N#Cc1ccc(-c2nc3ccccc3nc2-c2ccccc2)cc1C#N	-20	0	-1	-0.22	1.1	8	1	-11	-5
Cc1cccc(NC(=O)CSc2nnc(Cc3ccccc3)o2)c1	-24	-2	-3	-0.6	1.1	10	3	-5	-1
O=C(Cn1ccc([N+](=O)[O-])n1)NCc1cccs1	-11[20 µM]	-14	-2	0.33	0.6	4	0	-6	-2
Cc1ccccc1Nc1nc(-c2cccnc2)nc2ccccc12	-26	-1	2	-2	1.0	2	8	-2	-2
O=C(O)c1ccccc1SCC(=O)N1CCCCC1	-21	5	5	-0.11	-0.1	8	4	2	0
CCOC(=O)NC(CC(=O)O)c1ccc(OC)c(OC)c1 (stereo not drawn)	-25[20 µM]	-12	2	0.91	0.6	-1	4	-3	14
CCOC(=O)c1ccc(N2C(=O)c3n[nH]c(C)c3C2c2ccccn2)cc1 (stereo not drawn)	-13	1	-1	-0.11	0.1	9	2	0	-8
O=C(CCc1nc2ccccc2c(=O)[nH]1)OCCOc1ccc(Cl)cc1	-9	-2	-3	-0.29	-0.9	3	-6	-2	-3
CCn1cc(CNC(=O)c2ccc(C)s2)cn1	-24	-3	0	0.65	-0.3	5	-2	-6	0
O=C1CC(N2CCOCC2)=NN1c1ccc([N+](=O)[O-])cc1	-5	-1	-2	0.59	1.8	3	8	-8	-3
CCOc1cc(C2C(C#N)=C(N)SC(N)=C2C#N)ccc1OCCN1CCOCC1	-12[20 µM]	0	-2	-0.053	-0.3	-3	7	-3	2
COC(=O)c1ccc(OCC2c3cc(OC)c(OC)cc3CCN2C(=O)C2CC2)cc1 (stereo not drawn)	-14	-3	0	-1.1	-1.7	-2	4	0	-17
CC1CCCN(C(=O)Cc2cn(Cc3cccc(Cl)c3)c3ccccc23)C1 (stereo not drawn)	-2	5	1	-0.092	0.3	6	-2	-11	-15
O=c1[nH]c(SCCN2CCOCC2)nc(O)c1-c1ccccc1	-19	-5	-1	0.63	1.1	12	4	-4	-1
CCN1CCCC1CNC(=O)Cn1ncc2c(=O)oc3ccc(C)cc3c21 (stereo not drawn)	-6	3	0	0.056	1.7	13	2	1	-4
O=C(NCc1n[nH]c(=S)n1-c1ccc([N+](=O)[O-])cc1)c1ccc(S(=O)(=O)N2CCOCC2)cc1	-16	-5	6	0.12	0.8	6	-2	-2	-2
Cc1ccc(CN2CCNC(=O)C2CC(=O)O)o1 (stereo not drawn)	-35	-2	0	/	1.7	7	3	-7	3
COc1cccc(NC(=O)NCc2ccccc2F)c1	-23	-2	3	0.098	1.8	4	6	3	-9
Cc1ccc(C2C(C#N)=C(N)SC(N)=C2C#N)c(C)c1	-4	-2	1	-2.1	0.3	3	-2	-3	5
O=C1CCC(C(=O)Nc2ccccc2)N1 (stereo not drawn)	-11[20 µM]	0	0	0.6	0.8	8	-4	-6	-11
O=C(Cc1cccs1)N1CCN=C1SCc1ccccc1Cl	-6	-4	0	-0.83	0.9	7	2	5	-6
CCn1c(SCc2nc(-c3ccccc3)no2)nnc1-c1cccs1	-6[20 µM]	4	-1	/	-1.1	11	-6	5	1
CC(CN1CCCCC1)OC(=O)c1cc2ccccc2o1 (stereo not drawn)	-13	2	-2	-0.29	0.9	5	7	-2	-6
Cc1cc(Br)ccc1SCC(=O)OCC(=O)c1c(N)n(C)c(=O)n(C)c1=O	-5	1	-4	-1.2	1.4	5	-2	-8	-10
COc1ccc(NC(=O)C2CCCN(c3c4c(nc5ncnn35)CCC4)C2)cc1 (stereo not drawn)	-17	8	0	1.1	0.1	13	5	2	2
CNC(=O)COc1ncnc2scc(-c3ccc(F)cc3)c12	-4	5	12*	-1.8	-0.8	9	-3	4	0
CC(=O)c1c(C)[nH]c(C(=O)N2CCN(c3ncccn3)CC2)c1C	-19	3	-2	0.53	0.4	16	3	-4	0
CC(C(=O)NC1CC(C)(C)NC(C)(C)C1)c1ccc([N+](=O)[O-])cc1 (stereo not drawn)	-23	-4	-3	-0.25	1.1	4	4	-6	-2
Cc1nc(=O)c(-c2ccccc2)c(C)n1CCO	6[20 µM]	0	-1	0.57	0.6	13	1	2	-4
CCc1c(C(=O)Nc2cc(C)ccc2OC)[nH]c(C)c1C(C)=O	-27[20 µM]	-16	-2	-1.3	-0.9	4	-1	-3	-33
Fc1ccccc1-c1nc(NCCCN2CCOCC2)c2ccccc2n1	-16	6	-2	-0.39	-0.6	11	6	-2	-4
CCN(CC)CCC(c1ccc(N(C)C)cc1)c1c(OC)cc(OC)c2c(-c3ccccc3)cc(=O)oc12 (stereo not drawn)	-1	-1	/	-0.7	/	4	/	-4	5
O=C(C(=O)N1CCc2ccccc2C1)N1CCc2ccccc2C1	-6	16	-1	0.19	-0.3	20	0	-1	-10
N#CCCCCN1c2cccc3cccc(c23)S1(=O)=O	-21	-3	-1	0.49	0.4	6	3	-1	-2
C=CCNC(=S)Nc1nc2c(cc1C(=O)OCC)CCCC2	-1	3	3	63*	0.6	16	1	-10	-20
COc1ccc(CNc2c(C(=O)O)cnc3c2cnn3C)cc1	-27	-3	-3	-1.6	0.4	3	10	-4	-1
COc1cc(/C=N/NC(=S)NC2CC3CCC2C3)ccc1O (stereo not drawn)	2	-1	2	-1.3	-0.1	3	9	1	-5
C=CCNC(=O)CNS(=O)(=O)c1ccc(F)cc1	-18[20 µM]	-3	-2	0.97	1.4	10	3	3	-6
CCCCn1c(SCC(N)=O)nnc1-c1cc(OC)c(OC)c(OC)c1	-26	-8	5	-0.72	0.7	-1	2	-5	-7
O=C(COc1ccccc1)N(Cc1ccccc1)c1nc(-c2ccccc2)cs1	-12[20 µM]	3	-5	-0.39	-0.1	22	1	-3	1
CN(CC(=O)Nc1ccc(S(=O)(=O)N2CCCC2)cc1)Cc1cccc(Cl)c1Cl	-6	18	0	-0.55	-1.0	28	-8	31	30
Cc1cc(N)n2ncc(-c3ccc(F)cc3)c2n1	-19[20 µM]	-7	-2	-0.24	0.3	-10	8	-4	-7
Clc1ccc(Cn2ncc3c(N4CCOCC4)ncnc32)cc1	-6[20 µM]	-10	1	0.93	0.1	2	3	-4	5
O=C(CN(C(=O)CCC(=O)Nc1nccs1)c1ccc(F)cc1)NCC1CCCO1 (stereo not drawn)	-25	5	1	-0.21	-0.2	18	4	-5	-6
COc1ccc(/C=C/C(=O)NC(=S)NCCc2ccc(OC)c(OC)c2)cc1	-13[20 µM]	-5	-1	-0.72	-0.9	4	-4	-1	-14
COc1cc(/C=C/C(=O)OCC(=O)Nc2c(C)n(C)n(-c3ccccc3)c2=O)ccc1OCC#N	-18	-7	-1	0.33	-0.6	3	3	1	-6
COC(=O)c1ccc(-c2ccc(/C=N/NC(=O)CC3(C)OCCCO3)o2)cc1	-10	2	2	-0.016	0.2	10	4	-2	0
COC(=O)c1ccc(-n2nc(C(F)(F)F)c3c2-c2ccoc2CC3)cc1	-18[20 µM]	-2	-1	/	1.1	10	2	-1	-7
CCO[C@@H]1OC(C(=O)O)=C[C@H](c2csc3ccccc23)[C@H]1CCCO	-2	6	3	-0.079	0.1	9	-1	-5	2
